Assay outcomes (PubChem)
JMJD2C inh: inhibitors of human GASC-1 (JMJD2C) demethylase. GST-JMJD2C(1-420) H3K9me3 demethylation, DELFIA europium. AID 2099. inhibition, % at 2.35 µM. actives 0.069% (n = 330,000);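 active = more than half of a compound's replicate wells show inhibition beyond 50%, single wells judged on their own value; inconclusive = some, but no more than half, of replicates pass 50% inhibition; inactive = no replicate passes 50% inhibition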;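 also: signal counts dimethyl H3K9 product captured on neutravidin plate; 0% = median of DMSO wells and 100% = 0.3 times that DMSO median; strong numbers were not always called active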
Target sequence (Q9H3R0 1-420 limits assumed): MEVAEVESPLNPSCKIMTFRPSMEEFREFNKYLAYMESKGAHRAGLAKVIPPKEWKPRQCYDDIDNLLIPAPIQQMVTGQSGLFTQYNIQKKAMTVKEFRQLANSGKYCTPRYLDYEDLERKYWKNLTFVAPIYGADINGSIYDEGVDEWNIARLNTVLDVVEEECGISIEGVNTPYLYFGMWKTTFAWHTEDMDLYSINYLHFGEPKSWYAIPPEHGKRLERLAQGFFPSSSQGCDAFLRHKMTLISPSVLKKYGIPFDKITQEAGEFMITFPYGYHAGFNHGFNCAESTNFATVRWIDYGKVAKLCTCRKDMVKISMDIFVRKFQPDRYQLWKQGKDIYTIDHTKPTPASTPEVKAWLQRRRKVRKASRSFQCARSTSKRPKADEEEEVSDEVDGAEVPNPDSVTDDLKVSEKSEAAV
procasp3 activ: procaspase-3 (human) activation; P42574; recombinant procaspase-3 D3A, Ac-DEVD-pNA absorbance 405 nm; activation, % at 8.5 µM; actives 0.11% (n = 330,000); AID 463141;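 active = activation above the mean of all tested compounds plus 3 SD, cut at about 21% in these data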;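 also: 0% = DMSO alone and 100% = DMSO wells spiked with extra 5 µM PC-3 D3A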
Target sequence (P42574 whole entry D9A/D28A/D175A): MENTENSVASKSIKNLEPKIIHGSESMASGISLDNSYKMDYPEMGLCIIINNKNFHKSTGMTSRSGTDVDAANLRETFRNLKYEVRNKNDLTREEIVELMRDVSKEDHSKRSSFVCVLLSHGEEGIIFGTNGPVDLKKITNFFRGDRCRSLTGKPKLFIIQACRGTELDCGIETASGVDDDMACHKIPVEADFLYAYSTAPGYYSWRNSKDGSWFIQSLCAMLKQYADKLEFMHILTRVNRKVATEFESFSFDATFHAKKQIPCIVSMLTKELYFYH
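assay system = Procaspase-3 D3A mutant | signal = absorbance at 405 nm, 0 and 120 min | times = 1 h preincubation plus 2 h reaction at 25 °C | repeats = single replicate | read-out = % activation between DMSO and enzyme-spiked controls | medium = Zinc-free HEPES saline buffer with Triton X-100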
procasp7 counter: counter-screen: procaspase-7 (human) activation | P55210 | recombinant procaspase-7, Ac-DEVD-pNA absorbance 405 nm; D23A/D198A/D206A triple mutant, cannot self-cleave; scale: DMSO 0, 5 µM enzyme 100 | activation, % at 8.5 µM | actives 0.093% (n = 330,000) | AID 463210;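 active = percent activation above the screen-wide mean plus 3 SD, cut at about 25% in these data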
Target sequence (P55210 whole entry D23A/D198A/D206A): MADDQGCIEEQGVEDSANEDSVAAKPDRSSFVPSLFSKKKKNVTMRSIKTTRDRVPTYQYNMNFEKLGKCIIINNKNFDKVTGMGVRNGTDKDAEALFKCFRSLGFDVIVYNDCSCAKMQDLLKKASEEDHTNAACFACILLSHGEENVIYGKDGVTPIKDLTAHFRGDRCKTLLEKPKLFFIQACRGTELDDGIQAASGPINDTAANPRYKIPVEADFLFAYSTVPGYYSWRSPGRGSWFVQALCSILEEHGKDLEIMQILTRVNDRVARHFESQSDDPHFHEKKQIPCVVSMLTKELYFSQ
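Assay system: Uncleavable procaspase-7 mutant enzyme | Input: 2 µM procaspase-7 mutant as dispensed | Timing: 1 h compound preincubation, 2 h substrate cleavage, 25 °C | Repeats: One well per compound | Control set: DMSO wells as 0%, DMSO with 5 µM added PC-7 as 100% | Technique: Epi-absorbance of released pNA at 405 nm, two timepoints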
LAP4-GFP MLPCN: modulators of TOR pathway LAP4-GFP in S. cerevisiae. S. cerevisiae LAP4-GFP multiplex, flow cytometry GFP, 3 h; median GFP as percent of DMSO wells. GFP response vs DMSO, % at 10 µM. actives 0.34% (n = 320,000);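 active = GFP response vs DMSO above a set limit, about the screen mean plus 3 SD, cut at about 150% in these data; inconclusive = under 70 cell events counted for the yeast strain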
RPL19A-GFP yeast: yeast TOR pathway RPL19A-GFP modulation; S. cerevisiae RPL19A-GFP strain, flow cytometry, 3 h; active compounds read low; percent response vs DMSO, % at 10 µM; actives 0.3% (n = 330,000);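 active = percent response vs DMSO below 50%; inconclusive = fewer than 70 events counted for the yeast strain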;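 also: median channel GFP fluorescence of the barcoded RPL19A-GFP strain; ratio of sample median GFP to plate DMSO average so 100% = DMSO; lower means less RPL19A-GFP as with rapamycin TOR inhibition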
CR mimetic SO: yeast age-related superoxide inhibition as caloric restriction mimetic; superoxide response (% of plate mean), % at 10 µM; AID 2690; actives 0.18% (n = 330,000); S. cerevisiae aged cells, superoxide DHE fluorescence; active compounds read low;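 active = superoxide response under a set limit, about three screen SD below normal, cut at about 65% in these data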;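 also: yeast aged for seven days with compound at 30 °C before DHE staining; 100% = average MFI of all compound-treated wells on the plate with controls excluded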
MEP2 TOR yeast: yeast TOR pathway MEP2-GFP modulation; actives 0.51% (n = 330,000); S. cerevisiae MEP2-GFP strain, flow cytometry GFP, 3 h; 100% = DMSO control level; GFP response vs DMSO, % at 10 µM;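 active = GFP response versus DMSO above a set limit, roughly screen mean plus 3 SD, cut at about 180% in these data; inconclusive = fewer than 70 cells counted for a yeast strain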;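 also: median GFP fluorescence of the barcode-gated MEP2-GFP cells per well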
AHR act: human AHR activation | P35869 | AHR-responsive luciferase reporter cells, luminescence | activation, % at 5 µM | actives 2.5% (n = 320,000); in the data active = activation above about 47%;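 also: 0% = vehicle wells and 100% = reference agonist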
Numbers without * were called inactive; ? = inconclusive; nt = not tested or not shown; [ ] = dose if it differs, or a comment. The order is random. Share with any hit: about 3.8%.

Start of the data: the first 2 records, to show the layout:
SMILES	JMJD2C inh	procasp3 activ	procasp7 counter	LAP4-GFP MLPCN	RPL19A-GFP yeast	CR mimetic SO	MEP2 TOR yeast	AHR act
COc1ccc(CNC(=O)CCCN2C(=O)c3ccccc3C2=O)cc1	-1	1	6	99	104	100	107	24
CCn1cc(C(=O)Nc2ccc(F)c(F)c2)cn1	-3	0	5	99	102	87	101	-8

Results, previewed entries included:
SMILES	JMJD2C inh	procasp3 activ	procasp7 counter	LAP4-GFP MLPCN	RPL19A-GFP yeast	CR mimetic SO	MEP2 TOR yeast	AHR act
COc1ccc(CNC(=O)CCCN2C(=O)c3ccccc3C2=O)cc1	-1	1	6	99	104	100	107	24
CCn1cc(C(=O)Nc2ccc(F)c(F)c2)cn1	-3	0	5	99	102	87	101	-8
Cc1ccc2nc(NCC(=O)O)nc(-c3ccccc3)c2c1	1	-3	0	93	91	97	100	4
COCCNC(=S)N1CCN(S(=O)(=O)c2ccc(Cl)s2)CC1	-26	2	0	72	72	103	87	0
COc1ccc(CCNC(=O)c2ccc3nc[nH]c3c2)cc1	-12	-7	17	86	101	98	95	-1
Cc1ccc(-c2ccc(CCC(=O)O)n2-c2cccc(C(=O)O)c2)cc1	-3	nt	nt	107	112	98	113	nt
CCCCn1c(=O)c(C(C)=O)c(O)c2ccccc21	2	-6	-2	115	96	106	91	4
COc1ccc(C)cc1S(=O)(=O)N1CCC(C(=O)N2CCOCC2)CC1	-15	4	10	97	95	110	96	0
CS(=O)(=O)N(CC(=O)N1CCCCC1)Cc1ccc(Cl)cc1	4	-1	4	123	95	115	106	0
O=C(Nc1ncc2c(n1)-c1ccccc1OC2)c1ccc(F)cc1	7	-10	-9	98	101	107	97	55*

Exported with each value named: entries from further up
> COc1ccc(CCNC(=O)c2ccc3nc[nH]c3c2)cc1
- JMJD2C inh: -12
- procasp3 activ: -7
- procasp7 counter: 17
- LAP4-GFP MLPCN: 86
- RPL19A-GFP yeast: 101
- CR mimetic SO: 98
- MEP2 TOR yeast: 95
- AHR act: -1

> Cc1ccc(-c2ccc(CCC(=O)O)n2-c2cccc(C(=O)O)c2)cc1
- JMJD2C inh: -3
- procasp3 activ: nt
- procasp7 counter: nt
- LAP4-GFP MLPCN: 107
- RPL19A-GFP yeast: 112
- CR mimetic SO: 98
- MEP2 TOR yeast: 113
- AHR act: nt

> CCCCn1c(=O)c(C(C)=O)c(O)c2ccccc21
- JMJD2C inh: 2
- procasp3 activ: -6
- procasp7 counter: -2
- LAP4-GFP MLPCN: 115
- RPL19A-GFP yeast: 96
- CR mimetic SO: 106
- MEP2 TOR yeast: 91
- AHR act: 4

> COc1ccc(C)cc1S(=O)(=O)N1CCC(C(=O)N2CCOCC2)CC1
- JMJD2C inh: -15
- procasp3 activ: 4
- procasp7 counter: 10
- LAP4-GFP MLPCN: 97
- RPL19A-GFP yeast: 95
- CR mimetic SO: 110
- MEP2 TOR yeast: 96
- AHR act: 0

Continuation:
SMILES	JMJD2C inh	procasp3 activ	procasp7 counter	LAP4-GFP MLPCN	RPL19A-GFP yeast	CR mimetic SO	MEP2 TOR yeast	AHR act
CN(Cc1cnn(C)c1)C(=O)c1cc2ccccc2oc1=O	4	-5	0	85	91	98	92	1
CCCCNS(=O)(=O)c1ccc2nc(SCC(=O)Nc3ccccc3Cl)[nH]c2c1	12	5	9	99	101	100	103	6
COc1ccc(NC(=O)CSc2n[nH]c(CNc3cccc(C)c3)n2)cc1	nt	3	4	87	105	107	102	3
CNC(=S)N/N=C1\CC(c2ccccc2)Oc2ccccc21 (stereo unspecified)	-4	2	3	97	89	86	95	4
O=C(C1Cc2ccccc2CN1S(=O)(=O)c1ccc(F)cc1)N1CCOCC1 (stereo unspecified)	0	0	-5	98	102	107	98	-2
CCCCC(CCC(=O)O)(C(=O)OCC)c1csc(Nc2ccc(OCC)cc2)n1 (stereo unspecified)	3	5	-5	104	98	103	98	-1
COc1ccccc1CCNC(=O)C(=O)NCC1OCCN1S(=O)(=O)c1cccs1 (stereo unspecified)	-4	-3	0	94	105	98	105	9
CCN(C(=O)COC(=O)c1cncc(Br)c1)C1CCS(=O)(=O)C1 (stereo unspecified)	-6	0	6	107	95	84	69	0
CCCCCCc1cc2cc(S(=O)(=O)c3ccc(F)c(Cl)c3)c(=O)oc2cc1O	-2	12	14	110	95	99	131	-1
OC1(CNCc2cn[nH]c2-c2cc3ccccc3o2)CCCCC1	8	-7	5	114	107	100	115	3

2 compounds picked at random from those above:
SMILES	JMJD2C inh	procasp3 activ	procasp7 counter	LAP4-GFP MLPCN	RPL19A-GFP yeast	CR mimetic SO	MEP2 TOR yeast	AHR act
CCCCCCc1cc2cc(S(=O)(=O)c3ccc(F)c(Cl)c3)c(=O)oc2cc1O	-2	12	14	110	95	99	131	-1
CCN(C(=O)COC(=O)c1cncc(Br)c1)C1CCS(=O)(=O)C1 (stereo unspecified)	-6	0	6	107	95	84	69	0

Next entries:
SMILES	JMJD2C inh	procasp3 activ	procasp7 counter	LAP4-GFP MLPCN	RPL19A-GFP yeast	CR mimetic SO	MEP2 TOR yeast	AHR act
Cc1cc(N2CCN(C(c3ccccc3)c3ccc(Cl)cc3)CC2)n2ncnc2n1 (stereo unspecified)	2	3	-1	104	95	97	102	1
O=C(Nc1ccccc1)C1COc2ccccc2O1 (stereo unspecified)	3	-4	-1	85[may fluoresce violet]	94[may fluoresce violet]	90	91[may fluoresce violet]	1
O=C(N/N=C/c1cccc(Cl)c1)C1CCCC1	4	-9	16	117	110	104	109	0
Cc1cc(C(=O)OCC(=O)Nc2ccc(F)cc2F)c(C)o1	0	-9	3	101	105	97	106	2
Cc1cc(NC(=O)C(=O)NCCN2CCN(S(C)(=O)=O)CC2)ccc1Br	0	-2	3	99	93	109	103	9
COc1ccc(C)cc1S(=O)(=O)NC(C)C(=O)NC1CC1 (stereo unspecified)	-32	-3	1	103	107	76	106	1
CCCCSc1nnc(CNC(=O)C23CC4CC(CC(C4)C2)C3)n1Cc1ccccc1	12	6	-6	88	98	89	98	0
CCC(=O)Nc1ccc(NC(=O)c2c(C)nc3ccccn23)cc1	0	14	1	94	93	109	98	2
O=C(CCCCCN1C(=O)c2ccccc2C1=O)Nc1ccc2c(c1)OCCO2	-7	-2	-2	101	102	84	100	1
Cc1ccc(-c2ccc(S(=O)(=O)N3CCCC3)cc2)cc1	5	-6	0	107	95	74	100	-3

Part of the list above, reformatted:
SMILES | JMJD2C inh | procasp3 activ | procasp7 counter | LAP4-GFP MLPCN | RPL19A-GFP yeast | CR mimetic SO | MEP2 TOR yeast | AHR act
Cc1cc(C(=O)OCC(=O)Nc2ccc(F)cc2F)c(C)o1 | 0 | -9 | 3 | 101 | 105 | 97 | 106 | 2
Cc1ccc(-c2ccc(S(=O)(=O)N3CCCC3)cc2)cc1 | 5 | -6 | 0 | 107 | 95 | 74 | 100 | -3
O=C(CCCCCN1C(=O)c2ccccc2C1=O)Nc1ccc2c(c1)OCCO2 | -7 | -2 | -2 | 101 | 102 | 84 | 100 | 1

Remaining list, next part
SMILES	JMJD2C inh	procasp3 activ	procasp7 counter	LAP4-GFP MLPCN	RPL19A-GFP yeast	CR mimetic SO	MEP2 TOR yeast	AHR act
COc1ccc(C2=CSC3=NCCN23)cc1	0	-7	-4	95	100	101	100	8
Cc1ccc(CC2SC(=Nc3ccccc3)N(c3ccccc3)C2=O)cc1 (stereo unspecified)	-6	2	6	99	103	91	100	2
CCn1c(CN2CCCCCC2=O)nnc1SCc1cnc(-c2ccccc2)s1	-3	5	-13	95	98	101	95	7
CCC(O)CNC(=O)NC(=C(Cl)Cl)c1ccc(C)c(F)c1 (stereo unspecified)	-1	13	2	90	105	101	103	-1
O=C(c1cccc(S(=O)(=O)Nc2ccccc2Cl)c1)N1CCN(C(=O)c2ccco2)CC1	0	3	7	104	98	105	96	1
Cn1c(C(=O)N2CCN(C(=O)c3ccco3)CC2)cc2c(=O)n3ccccc3nc21	8	-10	-3	97	95	88	105	0
CCOc1ccc2ccccc2c1CNc1nnnn1CC	-5	8	0	111	102	93	108	7
O=C(CSc1ncccn1)N1CCN(Cc2ccccc2)CC1	15	-16	4	96	103	92	107	0
COC(=O)c1sc(-c2ccc(C(C)(C)C)cc2)cc1NC(=O)COCC(=O)O	4	0	10	113	98	98	103	-7
Oc1ccc(Br)cc1/C=N/Nc1ccccn1	10	2	-3	287*	95	133	148	26
Cc1ccc(NC(=O)CN(C)CC(=O)N(C)Cc2ccccc2)cc1	nt	4	3	94	93	90	95	4
CCCc1[nH]nc2c1C(Cc1ccccc1)C(C#N)=C(N)O2 (stereo unspecified)	2	-4	-18	90	95	86	85	3
Cc1cc(Br)ccc1OCC(=O)N1CCCCCC1	-1	5	-4	102	92	84	90	17
COc1ccccc1NC(=O)Nc1ccnn1C1CCN(C(=O)c2cccnc2)CC1	2	6	10	92	95	95	96	2
COc1ccc(S(=O)(=O)Nc2c(C)n(C)n(-c3ccccc3)c2=O)cc1Br	-9	5	5	100	104	92	108	5
CCOC(=O)CCC(=O)N1CCNC(=O)C1	-7	6	6	89	99	92	93	-2
Cn1cc(Br)c(NC(=O)/C=C/C(=O)O)n1	-113	-3	-14	129	99	97	97	-1
O=C(CCCN1C(=O)/C(=C/c2cccs2)SC1=S)Nc1ccc(O)cc1	4	-9	3	94	102	91	102	2
O=S(=O)(Nc1ccc2c(c1)OCO2)c1ccccc1	-7	-4	-3	103	109	118	103	0
CN(C)CCCNC(=O)C(=O)Nc1ccc2c(c1)N(S(=O)(=O)c1cccs1)CCC2	-8	0	7	104	91	91	98	0
O=C(NC(=O)c1ccccc1)Nc1ccccc1O	7	7	11	81	88	95	91	37
COCCCNC(=O)CN1C(=O)/C(=C/c2ccccc2)Sc2ccccc21	-4	2	3	107	100	105	102	-3
CCN(CC)S(=O)(=O)c1ccc(C(=O)NCCN2C(=O)S/C(=C\c3cccnc3)C2=O)cc1	1	-3	-2	97	102	115	107	0
Cc1ccc2[nH]c(=O)c(CN(C)C(=O)c3ccccn3)cc2c1	4	-1	16	97	95	101	94	13
CCC1(CC)NC(=O)N(CC(=O)N2CCc3ccccc32)C1=O	-10	2	3	101	99	91	109	9
CC(C)c1nnc(NC(=O)CSc2nc3ccccc3s2)s1	nt	0	3	104	98	109	112	9
Cc1cccc(OCC(=O)NCc2n[nH]c(=O)c3ccccc23)c1	3	4	0	100	95	102	106	12
CCOC(=O)c1c(NC(=S)Nc2cccc(C)c2)sc2c1CC(C)(C)SC2	11	-5	0	89	106	99	110	7
CNC(=O)c1c(NC(=O)c2ccco2)sc(C)c1C	18	4	20	?	?	102	?	7
COCCNC(=O)C(OC(=O)C1=Cc2ccccc2OC1)C(C)C (stereo unspecified)	0	8	10	105	95	128	92	0
CCOc1ccc(/C=N/NC(=O)c2nnn(-c3nonc3N)c2CN(C)C2CCCCC2)cc1	-2	3	-4	95	98	110	100	0
CC(C)c1ccc(/C=C2\NC(=S)N(Cc3cccnc3)C2=O)cc1	-3	-1	-8	100	96	100	97	6
COc1ccc(Cc2nnc(SCC(=O)c3ccc4c(c3)NC(=O)CO4)o2)cc1	39	-2	-4	100	95	105	98	1
